# Compound activity deposited in PubChem by several laboratories.
# NOD1 inhibition = NOD1 signaling inhibitors, primary screen, cell-based, luminescence, uHTS (AID 1578) | NOD1-driven NF-kB luciferase reporter cells, luminescence; higher % means a stronger effect | inhibition, % at 4 µM; hits with a dose series show EC50 in µM | 1% of 290,000 active; in the data active = inhibition mostly above about 36%, no sharp cut-off; inactive = mostly below about 34%;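 note: HEK-293T reporter cells stimulated with the NOD1 agonist gamma-tri-DAP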
# M17LAP inhibition = P. falciparum M17LAP inhibitors, primary screen, biochemical, fluorogenic H-Leu-NHMec substrate, 1536-well (AID 1619). recombinant M17LAP, H-Leu-NHMec fluorogenic kinetic assay; higher % means a stronger effect. one-dose inhibition, % at 30 µM; IC50 in µM for titrated hits. 0.38% of 220,000 active;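 active = compound inhibiting the enzyme by more than half at any dose during confirmatory dose-response retesting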;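 note: plate controls were full reaction with DMSO carrier for no effect and no enzyme background for full effect; strong numbers were not always called active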
# Yfh1-depleted yeast = enhancers of respiration in Yfh1-depleted yeast, dose response, Friedreich's ataxia, plus single-dose screen (AID 1465); S. cerevisiae Yfh1-off respiration, WST-1 reduction, 72 h; higher fold induction means a stronger effect; fold induction at 50 µM; hits with a dose series show EC50 in µM; 0.074% of 220,000 active;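 active = fold induction of absorbance versus untreated yeast above a set limit, then at least 30% activation at any dose in follow-up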;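 note: activators that raise dye reduction in frataxin-depleted yeast; strong numbers were not always called active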
# NOD2 inhibition = NOD2 signaling inhibitors, cell-based, luminescence, uHTS, HEK293 (AID 1566) | HEK293 NOD2/NF-kB luciferase reporter, luminescence; higher % means a stronger effect | one-dose inhibition, % at 4 µM; EC50 in µM for titrated hits | 0.63% of 290,000 active; in the data active = inhibition above about 50%; note: many of its hits are not listed in these tables
# Ins promoter up = insulin promoter activators in MIN6 cells, imaging, high-content screening, mouse beta cells | MIN6 insulin promoter-GFP reporter; active compounds read high | z-score at 5 µM | 0.3% of 190,000 active | AID 1625, 2009;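 active = z-score above 3 at 5 µM with at least 500 cells counted in the well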
# bCat nuc transl = modulators of beta-catenin nuclear translocation, primary screen, imaging, HeLa cells, immunofluorescence, high-content; nuclear translocation activity, % at 5 µM; 0.3% of 190,000 active;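 active = nuclear translocation activity above 50% at 5 µM, with a well cell count of 50 or more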;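 note: per-cell ratio of nuclear to cytoplasmic median beta-catenin stain intensity; plate controls were DMSO negative control for no effect and GSK-3 inhibitor IX positive control for full effect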
#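 test system = HeLa cells, endogenous beta-catenin | dosing = single 5 µM dose plus 0.02–20 µM confirmation series | times = compound treatment 24 h, 37°C, 5% CO2 | technique = beta-catenin immunofluorescence imaging with DAPI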
# Dynein cargo inh = inhibitors of GR-EGFP nuclear translocation, primary screen, dynein cargo transport inhibitor project, imaging, high-content, 3617.4 mouse cells; test concentration mostly 20 µM; stimulated with dexamethasone, 1 µM; active compounds read low; z-score, hits read low; 0.47% of 220,000 active;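 active = plate z-score of nuclear minus cytoplasmic receptor signal below a set negative limit, without overly bright fluorescence or cell loss, cut at about -3.5 in these data, passing the limit was not always enough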;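 note: z-score of nuclear minus cytoplasmic ring GR-EGFP intensity difference per well; some compounds called inactive have numbers as strong as hits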
#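 medium = tetracycline-free induction medium containing charcoal-stripped FBS | also added = 1.0 µM final dexamethasone stimulus | schedule = 48 h induction, 1 h compound, 30 min dex at 37 °C | technique = fixed, Hoechst-stained cells imaged at 10x for EGFP | measure = GR-EGFP nuclear translocation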
# MT stabilize HCS = microtubule stabilizers in HeLa cells, primary screen, imaging, high-content imaging; HeLa tubulin immunostaining HCS, 24 h; share of cells brighter than vehicle mean+2SD; % tubulin-high responders, % at 10 µM; 0.83% of 200,000 active;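 active = plate Z-score above 3 for both tubulin-high and condensed-nucleus cell shares, with cell loss under 80%, at 10 µM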;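 note: anti alpha tubulin signal scored within the nucleus-defined area of each cell; some results filed as inactive read as strong as hits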
# Autophagy mod = autophagy modulators in MEF cells, primary screen, imaging, high-content, MEF GFP-LC3. MEF GFP-LC3 puncta imaging; test concentration mostly 10 µM. calls only at 10 µM (by protocol). 0.98% of 190,000 active. AID 463193, 2010;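 active = percentage of spot-positive cells more than 3 SD above its plate mean, without a fluorescence outlier flag or 80% toxicity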;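 note: spot-positive cell cutoff set from DMSO-treated cells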
# Dynein cargo inh cytoplasmic EGFP = recorded beside Dynein cargo inh, whose call it bears; z-score; measured here: cytoplasmic GR-EGFP intensity; active compounds read high
# Dynein cargo inh nuclear GR-EGFP = recorded beside Dynein cargo inh, whose call it bears; z-score; measured here: nuclear GR-EGFP intensity;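 lower value marks the stronger effect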
# Dynein cargo inh cell count = also measured in Dynein cargo inh; calls as there; z-score; measured here: cell count per field
# Ins promoter up cell count = recorded beside Ins promoter up, whose call it bears; cell count; measured here: cytotoxicity, nuclei count;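 total cells summed across four imaged fields per well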
# bCat nuc transl cell count 5 µM = also measured in bCat nuc transl; calls as there; cell count; measured here: cell count, cytotoxicity flag
# MT stabilize HCS Hoechst-high % = further read-out of MT stabilize HCS, marked with its call; % Hoechst-high responders; measured here: nuclear condensation Hoechst responders;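 share of cells brighter than vehicle mean plus two SD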
# MT stabilize HCS cytotoxicity % = also measured in MT stabilize HCS; calls as there; toxicity, %; measured here: cytotoxicity by cell density;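 0% = mean cell density of plate MIN control wells and 100% = no cells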
# Autophagy mod cell loss 18 h = second read-out of Autophagy mod, no call of its own (marks repeat the call); toxicity, %; measured here: cell loss, nuclei count;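 cell loss after 18 h compound exposure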
# Active calls of the source: *; i = inactive; / = no result given; + = active, no number. A portion of the library; count on the stated rates, not on these rows.
compound	Dynein cargo inh	bCat nuc transl cell count 5 µM	MT stabilize HCS	Ins promoter up cell count	Dynein cargo inh nuclear GR-EGFP	Dynein cargo inh cytoplasmic EGFP	MT stabilize HCS Hoechst-high %	Dynein cargo inh cell count	MT stabilize HCS cytotoxicity %	Ins promoter up	NOD2 inhibition	Yfh1-depleted yeast	Autophagy mod	Autophagy mod cell loss 18 h	bCat nuc transl	M17LAP inhibition	NOD1 inhibition
COC(=O)c1cc(C(=O)OC)cc(N2C(=O)CC(NNC(=O)c3ccccc3Br)C2=O)c1 (stereo not given)	0.24	/	1.8	/	0.41	-0.19	1.7	-0.31	4.6	/	2%	i	i	-26	/	1%	3%
COc1ccc(/C=N/Nc2ncc(C(F)(F)F)cc2Cl)cc1OC	-0.34	883	2.0	1133	-0.59	-0.31	2.2	0.6	0.2	-0.08	13%	i	i	11	0.7	11%	2%
COc1ccc(N2C(=O)CCC(C(=O)NCCCN3CCC(C)CC3)C2c2ccc(OC)c(OC)c2)cc1 (stereo not given)	0.36	1050	2.7	/	-0.071	-0.33	2.0	0.79	5.7	/	-9%	i	i	5	-1.6	-10%	-24%
Cc1nn(-c2ccccc2)c2c1C1(C(=O)Nc3ccccc31)N1C(=N2)Sc2ccccc21 (stereo not given)	-1.4	881	3.5	1335	-0.57	0.15	1.8	0.71	7.7	0.27	-75%	i	+	12*	-6.7	-2%	12%
CCOc1cc(/C=C2\SC(=O)N(c3ccc(O)cc3)C2=O)ccc1O	-0.24	1250	/	1096	-0.13	-0.087	/	0.2	/	-0.08	33%	i	/	/	1.0	4%	-11%
COc1ccc(C2Nc3ccccc3C(=O)N2NS(=O)(=O)c2ccccc2)cc1OC (stereo not given)	0.48	1124	3.6	1284	-0.34	-0.36	3.5	0.94	6.4	-0.6	2%	i	i	0	-0.4	-10%	-29%
N=c1sccn1CC(=O)Nc1ccc(Cl)cc1[N+](=O)[O-]	-0.34	1087	/	1317	-0.23	-0.09	/	0.86	/	0.13	17%	i	/	/	-2.0	4%	3%
COc1ccc2c(C)cc(N3CCCCCC3)nc2c1	-0.59	1020	3.5	1076	-0.19	-0.23	2.2	0.67	6.1	1.1	7%	i	i	-1	2.9	7%	5%
COc1ccc(S(=O)(=O)Nc2ccc(S(=O)(=O)N3CCCCC3)cc2)cc1	-0.31	1372	1.3	1535	0.0034	-0.23	1.2	0.15	7.2	0.59	11%	i	i	41	-0.3	10%	2%
COc1ccc(NC(=S)N2CCN(C/C=C/c3ccccc3)CC2)cc1	-0.36	1130	5.8	1418	-0.43	-0.25	3.1	0.22	4.6	0.47	-2%	i	i	-20	-0.4	13%	-3%
Cc1c(NS(=O)(=O)c2ccc(Br)s2)c(=O)n(-c2ccccc2)n1C	-0.73	1153	1.9	1019	-0.087	-0.13	0.5	0.2	38	0.17	6%	i	i	8	-2.8	-1%	-12%
COc1ccc(-n2c(COc3cccc4ccccc34)nnc2SCC(=O)NCc2ccco2)cc1	0.65	1195	5.7	907	0.46	-0.072	1.5	-1.2	0.2	0.18	12%	i	i	-3	-0.9	5%	17%
Cc1cc(CNC(=O)CC2C(=O)NCCN2Cc2ccccc2C(F)(F)F)nn1C (stereo not given)	0.022	1541	0.7	/	0.35	-0.087	1.6	0.12	6.0	/	12%	i	i	34	-0.9	13%	-29%
COc1cccc2c(=O)c3c(cnn3C)n(C)c12	0.5	/	2.3	1246	0.26	-0.23	2.5	0.89	1.3	0.21	2%	/	i	4	/	-8%	-6%
O=C1C2CCCN2C(c2cccs2)N1c1ccc(Cl)cc1 (stereo not given)	-1	1478	4.5	1116	-0.53	-0.15	1.8	2.6	11	0.36	-42%	i	i	18	2.9	3%	-2%
CC(C)CC(=O)N/C(N)=N/c1nc2ccccc2o1	-1	1144	/	1396	-0.54	0.024	/	1.1	/	-0.11	22%	i	/	/	-0.5	-4%	-2%
COc1ccc(-c2csc(NC(=O)C3CC(=O)N(c4ccc5c(c4)OCCO5)C3)n2)cc1 (stereo not given)	-0.74	1137	11	1488	-0.18	-0.23	37	0.4	25	-0.55	6%	i	i	0	1.2	-3%	58%
CCC(C)/C(C)=N/NC(=O)CSc1nc2ccccc2[nH]1 (stereo not given)	-1.5	1144	3.1	1218	-0.36	-0.21	2.9	0.16	7.7	1	10%	i	i	-3	-4.3	5%	-39%
COc1ccccc1NC(=O)N(Cc1ccccc1)C1=NCC(C)S1 (stereo not given)	-0.47	940	3.5	1378	0.12	-0.3	2.6	-0.33	6.0	-1.1	-3%	i	i	7	-2.4	7%	-32%
N#Cc1c2n(c3c(=S)nc[nH]c13)CCCCC2	0.68	1411	2.0	1578	-0.61	-0.18	1.3	0.66	14	0.13	34%	i	i	1	6.1	12%	29%
Cc1ccccc1-n1nnnc1SCC(C)C	0.26	1031	3.2	1254	0.83	-0.3	4.6	-0.35	7.7	0.25	5%	i	i	6	-1.4	-1%	-8%
Cc1ccc(CSc2nnc3nc(C)cc(C)n23)cc1	0.6	1032	0.8	901	0.15	-0.4	1.9	0.28	11	0.15	-12%	i	i	-2	0.1	-8%	-11%
O=c1nc(NCc2ccccc2Cl)cn[nH]1	-0.4	939	3.5	/	-0.034	-0.28	1.9	0.98	10	/	4%	i	i	-6	-13	-4%	18%
O=[N+]([O-])c1cccnc1Sc1n[nH]c(-c2ccc(Cl)cc2)n1	0.85	1122	/	1343	0.044	-0.23	/	-0.24	/	0.32	-24%	i	/	/	-6.0	7%	-12%
CCOC(=O)C1CCCN(Cc2cc(OC)c(O)c(OC)c2)C1 (stereo not given)	-0.92	1076	2.4	1829	0.37	0.14	3.8	0.57	5.7	-0.02	0%	i	i	0	-1.0	1%	-21%
O=C1c2cccc3cccc(c23)C(=O)N1c1ccccn1	-0.16	953	2.7	1188	-0.16	-0.37	1.0	1.4	7.3	1.1	21%	i	i	5	4.1	2%	-15%
COc1cc(C2/C(=C(\O)c3ccc4c(c3)CC(C)O4)C(=O)C(=O)N2Cc2ccco2)ccc1O (stereo not given)	0.87	/	3.0	1140	0.34	-0.27	3.3	-0.86	12	0.07	16%	i	i	-7	/	8%	-52%
Cc1nc2ccc(NC(=O)N3CCOCC3)cc2nc1C	0.52	1499	1.8	1431	-0.053	0.092	0.6	0.14	2.7	-0.4	-4%	i	i	-7	-0.1	-133%	-26%
COc1ccc(CNC(=O)CN(Cc2ccc(C)cc2)S(=O)(=O)c2ccc(Cl)cc2)cc1	0.15	1085	1.5	868	0.18	-0.11	1.2	0.17	9.6	0.21	6%	i	i	-6	-3.1	8%	25%
Cn1nccc1NS(=O)(=O)c1ccc(NC(=O)C(F)(F)F)cc1	1.5	1369	/	1038	0.49	-0.017	/	-1.1	/	0.04	14%	i	/	/	-0.5	-5%	-6%
COc1ccc(CC(=O)OCC(=O)NC(=O)NC23CC4CC(CC(C4)C2)C3)cc1	-0.68	/	2.0	971	-0.24	-0.14	1.1	0.18	7.3	0.07	18%	i	i	-18	/	0%	-7%
COC(=O)c1cn(C(=O)c2ccc(C)cc2)c2ccccc12	-0.94	997	3.0	/	-0.37	-0.28	2.1	0.36	3.9	/	3%	i	i	5	-0.8	/	6%
Cc1ccccc1C(=O)N1CCC(C(=O)Nc2ccc(F)cc2)CC1	0.71	1102	4.5	1733	0.74	-0.25	1.4	-0.24	6.1	-0.2	-9%	i	i	6	-0.1	-8%	-18%
Cn1c(=O)c2c(ncn2CCC(=O)N/N=C/c2ccncc2)n(C)c1=O	-0.22	1252	/	1359	-0.17	-0.25	/	0.44	/	-0.05	19%	i	/	/	-5.2	-4%	-6%
COc1ccc(-n2c(C)cc(/C=C3\C(=O)NN(c4ccccc4)C3=O)c2C)cc1	0.22	1028	3.3	1458	0.39	-0.2	2.6	-1.2	8.0	-0.35	-20%	i	i	6	1.6	4%	11%
Cc1ccc2cc(C)c(NCCO)nc2c1	-0.093	1138	2.5	904	-0.2	-0.16	1.9	-0.42	8.9	0.65	5%	i	i	10	-2.0	14%	-14%
COc1cc(/C=C/C(=O)c2ccc(Cl)s2)cc(OC)c1O	-4*	/	2.8	816	-2.3*	0.69*	1.9	0.67*	0.4	-0.83	-8%	i	i	11	/	11%	76%*
CC(NC(=O)C1CCN(S(=O)(=O)c2cc([N+](=O)[O-])ccc2Cl)CC1)c1ccccc1 (stereo not given)	0.19	878	4.8	1281	-0.033	-0.32	3.7	0.18	9.9	-0.37	3%	i	i	3	-0.7	-16%	-2%

# Records above marked active in NOD1 inhibition:
SMILES	Dynein cargo inh	Dynein cargo inh nuclear GR-EGFP	Dynein cargo inh cytoplasmic EGFP	MT stabilize HCS Hoechst-high %	Dynein cargo inh cell count	NOD2 inhibition	M17LAP inhibition	NOD1 inhibition
COc1cc(/C=C/C(=O)c2ccc(Cl)s2)cc(OC)c1O	-4*	-2.3*	0.69*	1.9	0.67*	-8%	11%	76%*
